bub3: NCI yeast anticancer drug screen, S. cerevisiae bub3 mutant strain | AID 167 | growth inhibition, % at 50 µM | actives 9.9% (n = 78,000);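 further: 0% = growth of vehicle-only cultures of the same strain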
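Inhibition values come from growth of compound-treated mutant yeast normalised to vehicle-treated controls.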
mec2-1: NCI yeast anticancer drug screen, S. cerevisiae mec2-1 strain; growth inhibition, % at 50 µM; actives 9% (n = 79,000); AID 157;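 further: 0% = growth of vehicle-only cultures of the same strain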
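Readout is yeast growth inhibition, normalised to vehicle-treated controls, in the mec2-1 strain exposed to compound.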
mlh1 rad18: NCI yeast anticancer drug screen, S. cerevisiae mlh1 rad18 strain | % growth inhibition at 50 µM | actives 11% (n = 79,000);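 further: 0% = growth of vehicle-only cultures of the same strain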
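Compound-treated yeast growth, normalised to vehicle controls. Strain bears defined DNA repair mutations.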
yeast cln2 rad14: NCI yeast anticancer drug screen, S. cerevisiae cln2 rad14 strain | actives 8.3% (n = 78,000) | growth inhibition, % at 50 µM;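 further: 0% = growth of vehicle-only cultures of the same strain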
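Compounds are applied to the cln2 rad14 yeast strain, and growth is then compared with that of vehicle-treated cultures to give inhibition.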
yeast rad50: NCI yeast anticancer drug screen, S. cerevisiae rad50 strain | % growth inhibition at 50 µM | actives 10% (n = 79,000);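 further: 0% = growth of vehicle-only cultures of the same strain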
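Growth of the mutant yeast was measured after compound exposure and referenced to vehicle-treated cultures.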
sgs1 mgt1: NCI yeast anticancer drug screen, S. cerevisiae sgs1 mgt1 strain; growth inhibition, % at 50 µM; AID 161; actives 10% (n = 78,000);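 further: 0% = growth of vehicle-only cultures of the same strain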
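This yeast growth screen uses a strain with defined DNA-repair lesions; compound-treated growth is compared with vehicle-treated growth.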
Active calls of the source: *; . = no result given. No stated cut-off is given here; in the data, active means growth inhibition above about 70%; inactive means the rest.

SMILES | bub3 | mec2-1 | mlh1 rad18 | yeast cln2 rad14 | yeast rad50 | sgs1 mgt1
O=c1c2ccccc2sc2cccc(NCCCN3CCN(CCCNc4cccc5sc6ccccc6c(=O)c45)CC3)c12 | -9 | -11 | 1 | 46 | 28 | 3
S=C(Nc1ccc(Cl)cc1)SC1CCCCC1 | 83* | 85* | 92* | 88* | 83* | 86*
CCSc1nnc(-c2ccccc2)nc1Cc1ccc(OC)cc1 | -30 | -13 | -39 | -13 | -38 | -63
CCCCCCCCCCCCCCCCCC(=O)N/N=C/c1ccc(Cl)cc1 | -3 | -9 | -25 | -15 | -6 | -12
CCn1c2ccc([N+](=O)[O-])cc2c2c([N+](=O)[O-])c(-n3cccc3)ccc21 | 11 | 0 | 21 | 9 | 86* | 36
O=C(Cc1ccccc1)c1ccc(OCC(O)CN2CCN(c3ccccc3)CC2)cc1 (stereo not drawn) | 84* | 98* | 96* | 93* | 98* | 99*
CC(C)(Br)C(=O)N1CCN(C(c2ccccc2)c2ccccc2)CC1 | 0 | 8 | 15 | 0 | 3 | 2
Cn1/c(=N\N=C\c2ccccc2OCCO)sc2ccccc21 | 26 | 18 | 4 | 10 | -3 | 19
CC(=Nc1c2ccccc2nc2ccccc12)N(C)C | 21 | -4 | 27 | 17 | 17 | -13
CC(=O)C1C(=O)C(=O)N(c2ccc([N+](=O)[O-])cc2[N+](=O)[O-])C1=O (stereo not drawn) | 14 | -32 | -22 | 19 | -60 | -14
Cn1nnnc1/C(=C/c1ccccc1)C(=O)O | 12 | 0 | 12 | -19 | 13 | 0
CCC1CCCC(=O)C1 (stereo not drawn) | 99* | 54 | 92* | 36 | 89* | 14
CC1=CCC(CC=O)C1(C)C (stereo not drawn) | -7 | -2 | -3 | -43 | 10 | -6
Cc1sc2ccc3ccccc3c2[n+]1C | 89* | 92* | 97* | 77* | 95* | 97*
COc1cccc(C2ON=C(c3ccccc3)N2C23CC4CC(CC(C4)C2)C3)c1 (stereo not drawn) | 10 | -3 | 15 | -7 | 8 | -34
Nc1c(O)ccc2c1Cc1ccccc1-2 | -7 | 12 | 34 | 35 | 38 | 40
c1ccc(Cc2nc(Cc3n[nH]c(Cc4ccccc4)n3)n[nH]2)cc1 | -7 | -7 | 5 | 14 | -14 | -18
COc1ccc2c(c1)CC[C@@H]1[C@@H]2CC[C@@]2(C)[C@H]1C[C@@](C)(O)[C@H]2O | 11 | 3 | -12 | -60 | -6 | -2
CC(C)C(NC(=O)OC(C)(C)C)C(=O)N1CCCC1C(=O)O (stereo not drawn) | 2 | -2 | 6 | 3 | 12 | 18
COC1=CC(c2ccccc2[N+](=O)[O-])OC1=O (stereo not drawn) | 4 | 7 | 5 | -8 | -1 | 0
O=C(NCCc1ccccc1)c1ccc2ccccc2n1 | 87* | 53 | 84* | 52 | 65 | 64
CC1CCC(Oc2nc3c(c(=O)n(C)c(=O)n3C)n2C)CC1 (stereo not drawn) | -9 | -3 | -12 | 2 | -5 | -15
CSCNC(=O)Nc1ccccc1 | 15 | 34 | 9 | 0 | 30 | 19
NC(=O)NN=C1Cc2ccccc2C1 | 5 | 16 | 1 | 21 | 22 | 18
CCN(CC)CCNc1c(OC)c(OC)cc2nccnc12 | 0 | 10 | -2 | 3 | 10 | 31
Nc1ccc(S(=O)(=O)NS(=O)(=O)c2ccccc2)cc1 | 33 | -3 | 32 | 7 | 26 | 19
O=C(Cc1ccccc1CC(=O)Oc1ccccc1)Oc1ccccc1 | 19 | -4 | 6 | 5 | 9 | 11
CC(=O)OC[C@]1(C(=O)C(O)c2ccoc2)[C@H](C)CC[C@@]23COC(=O)C2=CCC[C@@H]31 (stereo partly drawn) | -28 | 1 | -26 | 2 | -14 | -44
COc1ccc(-c2csc(C)n2)cc1OC | 0 | 3 | 8 | 30 | 21 | 16
O=C(O)c1ccccc1C(=O)NNc1ccc([N+](=O)[O-])cc1 | 7 | 12 | 22 | 7 | 7 | 15
O=C(O)c1ccc(N=Nc2cc(S(=O)(=O)O)c3cccnc3c2O)cc1 | 2 | -8 | -1 | 12 | -3 | -1
N=C(N)c1cccc(NC(=O)CCc2ccccc2)c1 | 1 | -15 | 2 | -29 | -7 | -18
COS(=O)(=O)c1ccc(Br)cc1 | 1 | -23 | -26 | -61 | -6 | -17
Cc1ccc(S(=O)(=O)N(CCC(=O)O)c2ccccc2C(=O)O)cc1 | 2 | -10 | 18 | 1 | 11 | -21
CCC(C(N)=O)C(N)=O | -1 | -28 | -6 | 16 | -20 | -35
CCOc1ccc(NC(=O)c2c(C)nc(-c3ccccc3)nc2Nc2ccc(Cl)cc2)cc1 | -6 | 2 | 20 | -9 | -6 | -3
Clc1ccc(N=C/C=C/Nc2ccc(Cl)cn2)nc1 | 7 | 6 | 33 | 7 | 15 | 9
CO/N=C1\C(C)(C)C(C)(C)C(C)(C)C1(C)SS(=O)(=O)O (stereo not drawn) | 21 | 19 | 30 | 18 | 24 | 13
O=NN(CCCl)C(=O)Oc1ccc2ccccc2c1 | 6 | -9 | 0 | -25 | 29 | 16
COC(=O)c1ccccc1C1CN=NC12Cc1ccc(C)cc1C2=O (stereo not drawn) | 3 | 1 | -22 | -25 | -6 | -12

One compound at a time, as listed above:
O=C(O)c1ccccc1C(=O)NNc1ccc([N+](=O)[O-])cc1 is listed as bub3 = 7; mec2-1 = 12; mlh1 rad18 = 22; yeast cln2 rad14 = 7; yeast rad50 = 7; sgs1 mgt1 = 15
CC(=O)OC[C@]1(C(=O)C(O)c2ccoc2)[C@H](C)CC[C@@]23COC(=O)C2=CCC[C@@H]31 (stereo partly drawn) is listed as bub3 = -28; mec2-1 = 1; mlh1 rad18 = -26; yeast cln2 rad14 = 2; yeast rad50 = -14; sgs1 mgt1 = -44
COS(=O)(=O)c1ccc(Br)cc1 is listed as bub3 = 1; mec2-1 = -23; mlh1 rad18 = -26; yeast cln2 rad14 = -61; yeast rad50 = -6; sgs1 mgt1 = -17

Further results follow.
SMILES | bub3 | mec2-1 | mlh1 rad18 | yeast cln2 rad14 | yeast rad50 | sgs1 mgt1
COc1ccc2c(=O)c(-c3cc4c(cc3OC)OCO4)coc2c1 | -34 | -31 | -56 | -3 | -26 | -11
O=C(O)c1cccc2c1Oc1c(cccc1C(=O)O)S2 | 99* | 98* | 99* | 98* | 98* | 98*
COc1c2occc2c(OC)c2c(C)c(C(=O)OCCN3CCOCC3)oc12 | 58 | 50 | 66 | 19 | 64 | 28
COc1cccc(NCC(=O)Nn2c(-c3ccccc3)nc3ccccc3c2=O)c1 | 5 | -41 | -23 | -3 | -38 | -27
O=c1c2cc(Cl)ccc2sc2cccc(Cl)c12 | -39 | -34 | -40 | -6 | -28 | -16
CCCCN=C(NC#N)NCCCC | -25 | 8 | -14 | 0 | -28 | -31
Cc1cc(O)c(C(c2ccncc2)c2c(O)cc(C)[nH]c2=O)c(=O)[nH]1 | -28 | 5 | -35 | 11 | 24 | -31
Cn1c2c(c3ccccc31)CC1c3c(c4ccccc4n3C)CC21 (stereo not drawn) | -19 | -51 | -45 | -26 | -79 | -49
OC(c1ccc(Br)cc1)(c1cccs1)C1CC1 (stereo not drawn) | . | 93* | 92* | . | 91* | .
O=C(Nc1ccc(S(=O)(=O)N2CCCCC2)cc1)Oc1ccc([N+](=O)[O-])cc1 | 1 | 6 | -6 | 9 | 12 | 14
Cc1ccc(S(=O)(=O)Nc2ccc3c(c2)C(O)c2ccccc2-3)cc1 (stereo not drawn) | 83* | 23 | 91* | 79* | 74* | 90*
CCC(=O)NCCCCCCCCCCC(=O)O | -23 | 2 | -1 | -47 | 1 | 4
O=C1c2ccccc2-c2cccc3ccc(Cc4ccccc4)c1c23 | -13 | -18 | -17 | 3 | 0 | -12
Clc1c(Cl)c2ccccc2c2ccccc12 | 32 | -8 | 5 | 9 | 10 | 11
OC(/C=C/c1ccccc1)(c1ccccc1)c1nc2ccccc2s1 (stereo not drawn) | -13 | 2 | -3 | -23 | -8 | -11
CCC1CCCCN1 (stereo not drawn) | -7 | -25 | -21 | 4 | 2 | -6
COc1ccc(-n2c(=O)c(N=Nc3ccccc3OC)c(O)n(-c3ccc(C)cc3)c2=S)cc1 | -7 | -14 | -2 | -8 | 32 | 29
Cc1ccc[n+](CC(O)C[n+]2cccc(C)c2)c1 | -6 | 5 | 24 | 5 | -17 | 2
COc1ccc(S(=O)(=O)NC(=S)S)cc1 | 62 | 29 | -31 | 61 | 37 | 35
CC(=O)Nc1cccc(N=NN(C)C)c1 | 34 | 14 | 30 | 20 | 14 | 39

Brought forward from above: three compounds; new compounds follow.
SMILES | bub3 | mec2-1 | mlh1 rad18 | yeast cln2 rad14 | yeast rad50 | sgs1 mgt1
Cc1ccc[n+](CC(O)C[n+]2cccc(C)c2)c1 | -6 | 5 | 24 | 5 | -17 | 2
COc1ccc(S(=O)(=O)NC(=S)S)cc1 | 62 | 29 | -31 | 61 | 37 | 35
CC(=O)Nc1cccc(N=NN(C)C)c1 | 34 | 14 | 30 | 20 | 14 | 39
O=C1c2ccccc2C(=O)c2cc3nc4c5ccccc5c5ccccc5c4nc3cc21 | 3 | -21 | -14 | -38 | -35 | -27
CC1=CC(C)S(=O)(=O)C1 (stereo not drawn) | -58 | -46 | -17 | -6 | -38 | -89
CC(=O)N1Cc2c(N)nc(N)nc2C1C (stereo not drawn) | -10 | -5 | -14 | -10 | -12 | -7
O=C(O)c1ccc(Cl)c(N=C/C=C/c2ccccc2)c1 | 3 | -38 | -7 | -15 | 2 | 7
CCOC(=O)C(NC(=O)C(CO)n1c(-c2ccccc2)c(-c2ccccc2)oc1=O)C(=O)OCC (stereo not drawn) | 22 | 26 | 53 | -2 | 44 | 42
CCCCCCC[CH2][Sn]([CH2]CCCCCCC)([O]c1cccc2cccnc12)[O]c1cccc2cccnc12 | 90* | 88* | 86* | 85* | 90* | 90*
Cc1cccc(CC(CC(=O)O)C(=O)O)c1 (stereo not drawn) | -2 | 9 | 1 | 12 | 5 | -2
O=c1c2c([nH]c3c1ccc1[nH]c4c(c(=O)c13)CCCC4)CCCC2 | -8 | -1 | -2 | -14 | -19 | -13
CC(=O)C(c1ccccc1)S(=O)(=O)c1ccc(C)cc1 (stereo not drawn) | 25 | -18 | -2 | -42 | 14 | -12
O=c1[nH]c2cc3[nH]c(=O)c(=O)[nH]c3cc2[nH]c1=O | -6 | -17 | -17 | 9 | -22 | -7
CSC12OCC(O1)C1OC(C)(C)OC(C=O)C1O2 (stereo not drawn) | 21 | 14 | -4 | 44 | 10 | 3
Cn1cnc([N+](=O)[O-])c1/N=C/c1ccccc1 | -28 | 3 | -6 | -41 | 0 | -4

3 entries from above in another layout.
O=C1c2ccccc2C(=O)c2cc3nc4c5ccccc5c5ccccc5c4nc3cc21
  bub3: 3 | mec2-1: -21 | mlh1 rad18: -14 | yeast cln2 rad14: -38 | yeast rad50: -35 | sgs1 mgt1: -27

Cn1cnc([N+](=O)[O-])c1/N=C/c1ccccc1
  bub3: -28 | mec2-1: 3 | mlh1 rad18: -6 | yeast cln2 rad14: -41 | yeast rad50: 0 | sgs1 mgt1: -4

O=c1c2c([nH]c3c1ccc1[nH]c4c(c(=O)c13)CCCC4)CCCC2
  bub3: -8 | mec2-1: -1 | mlh1 rad18: -2 | yeast cln2 rad14: -14 | yeast rad50: -19 | sgs1 mgt1: -13
